High-throughput results (PubChem)
SIAE primary: human SIAE inhibition, primary screen | Q9HAT2 | actives 0.69% (n = 370,000) | AID 1053197 | SIAE FP-Rh probe binding, fluorescence polarization | inhibition, % at 9.66 µM;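 active = inhibition above a cutoff: mean of compounds within the control limits plus 3 SD of those, cut at about 17% in these data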;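 also: 0% = plate median of compound wells and 100% = probe without SIAE protein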
mABHD4 FP: inhibits mouse alpha/beta hydrolase domain 4 | Q8VD66 | purified mABHD4, FP-Rh probe fluorescence polarization | inhibition, % at 8.92 µM | actives 0.54% (n = 370,000) | AID 720543;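 active = inhibition exceeding the mean over every tested compound plus 3 SD, cut at about 30% in these data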;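 also: 0% = plate median of compound wells and 100% = S159A mutant with DMSO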
Target sequence (Q8VD66 whole entry, looked up, the tested form may be a part): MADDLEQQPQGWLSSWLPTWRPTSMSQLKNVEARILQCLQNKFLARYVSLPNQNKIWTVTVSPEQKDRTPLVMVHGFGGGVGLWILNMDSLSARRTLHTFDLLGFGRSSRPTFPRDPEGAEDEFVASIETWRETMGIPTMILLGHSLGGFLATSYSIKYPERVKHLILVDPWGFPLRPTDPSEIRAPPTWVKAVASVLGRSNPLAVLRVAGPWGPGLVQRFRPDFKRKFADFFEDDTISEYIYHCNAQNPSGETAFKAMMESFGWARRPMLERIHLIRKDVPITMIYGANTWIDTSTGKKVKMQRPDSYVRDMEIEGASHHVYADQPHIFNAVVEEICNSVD
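assay system = mABHD4 protein | compound dosing = single nominal dose of 8.92 µM, 0.89% DMSO final | read-out basis = percent inhibition of probe binding, normalized to plate controls | schedule = Enzyme–compound pre-incubation 45 min, then probe 60 min, both 25 °C | detection = fluorescence polarization, excitation 525 nm, emission 598 nm, BODIPY TMR filters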
NPR2 activator: GC-B (human) receptor activation | P20594 | HEK293-GC-B cells, CNP EC30, cGMP TR-FRET; 0% at EC30 CNP, 100% saturating CNP | activation, % at 10 µM | actives 0.11% (n = 370,000) | AID 1920062;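 active = activation at 10 µM reaching about 35% in either raw or pattern-adjusted values, limit read from the data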
LEDGF integ inh: blocks HIV-1 LEDGF/p75-dependent DNA integration; TR-FRET IN-LEDGF/p75 DNA integration, Eu/Cy5; inhibition, % at 3.7 µM; actives 0.64% (n = 370,000);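 active = inhibition above the screen-wide mean plus 3 SD, cut at about 13% in these data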;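 also: signal is the Cy5 over europium emission ratio at 671 and 618 nm; 0% = plate median of compound wells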
HTRA1 inh: blocks human HTRA1 serine peptidase; Q92743; recombinant HTRA1, FP-rhodamine activity-based probe, fluorescence polarization; inhibition, % at 5.96 µM; actives 0.5% (n = 340,000); AID 504803; in the data active = inhibition above about 36%;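 also: 0% = enzyme with DMSO and 100% = wells lacking enzyme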
Target sequence (Q92743 whole entry, looked up): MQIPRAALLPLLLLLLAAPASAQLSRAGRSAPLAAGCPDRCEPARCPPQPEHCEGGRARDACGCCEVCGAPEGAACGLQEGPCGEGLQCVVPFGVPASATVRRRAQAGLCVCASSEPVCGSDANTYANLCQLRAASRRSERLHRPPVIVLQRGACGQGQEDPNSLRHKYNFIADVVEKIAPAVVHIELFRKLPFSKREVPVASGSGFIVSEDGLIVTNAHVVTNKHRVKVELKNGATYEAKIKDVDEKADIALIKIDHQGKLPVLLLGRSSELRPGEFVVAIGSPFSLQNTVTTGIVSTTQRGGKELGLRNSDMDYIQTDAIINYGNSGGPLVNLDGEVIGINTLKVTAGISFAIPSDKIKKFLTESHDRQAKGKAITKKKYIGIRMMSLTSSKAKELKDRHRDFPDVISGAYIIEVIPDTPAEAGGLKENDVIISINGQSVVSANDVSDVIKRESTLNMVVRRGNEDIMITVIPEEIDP
rCAG binder: binds r(CAG) RNA repeats. r(CAG) RNA repeat, TO-PRO-1 dye displacement fluorescence. actives 1.3% (n = 370,000). inhibition, % at 3 µM;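 active = inhibition above the plate cutoff, the mean of all test compounds on that plate plus 3 SD, cut at about 35% in these data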;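 also: 0% = DMSO alone and 100% = 100 µM mitoxantrone as full dye displacement; higher means more dye released from RNA so lower well fluorescence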
PRMT1 FP inh: inhibitors of human PRMT1. AID 652257. inhibition, % at 2.79 µM. recombinant PRMT1, activity-based probe fluorescence polarization. actives 1.3% (n = 370,000);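 active = inhibition above about 21% made by adding two undisclosed values, limit read from the data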
MBD2 DNA inh: MBD2-methylated oligo binding inhibition; Q9UBB5; TR-FRET, MBD2 binding to methylated oligonucleotide; inhibition, % at 4.4 µM; actives 0.31% (n = 370,000); AID 686964; in the data active = inhibition above about 13%
TDP2 absorb: blocks human TDP2 phosphodiesterase activity; recombinant TDP2, T5PNP hydrolysis, p-nitrophenol absorbance 415 nm; AID 720702; O95551; inhibition, % at 12.8 µM; actives 0.34% (n = 370,000);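 active = inhibition above the mean of all tested compounds plus 3 SD, set per campaign, cut at about 25% in these data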;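 also: 0% = DMSO with enzyme and 100% = buffer with substrate but no TDP2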
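Incubation: 2 h at 37 °C; Test system: recombinant human TDP2; Quantity: enzyme 120 nM; Read-out basis: percent inhibition; Medium: 50 mM Tris-HCl pH 7.5 with Mg2+, KCl, DTT, BSA; Repeats: single replicate; Compound: 12.8 µM single point, 1% DMSO; Signal: epi absorbance; Reagent: 5 mM T5PNP chromogenic substrate; Benchmarks: no-enzyme high, DMSO-plus-enzyme low.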
TCR-CD3 inh: inhibitors of human TCR-CD3 interaction; TAMRA-labeled TCR probe fluorescence, biochemical; inhibition, % at 9.4 µM; actives 0.37% (n = 360,000); AID 651800; in the data active = inhibition above about 19%;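 also: recombinant mutant TCR 2C K166C tagged with TAMRA read by polarization; 0% = receptor in buffer alone and 100% = receptor with positive control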
* = called active by the depositor; x = not tested or not shown. The list is partial, so the mix of outcomes need not match the whole.

SMILES	SIAE primary	mABHD4 FP	NPR2 activator	LEDGF integ inh	HTRA1 inh	rCAG binder	PRMT1 FP inh	MBD2 DNA inh	TDP2 absorb	TCR-CD3 inh
CC(=O)N(C)C1(c2nnnn2CCOC(=O)Nc2ccc(Cl)cc2)CCCCC1	-2	4	-2	0	4	-1	-2	4	-3	30*
CC1CCCCN1C(=O)CN1CCC(c2nc3ccc(Cl)cc3[nH]2)CC1 (centres undefined)	6	4	-2	-1	-3	-6	-3	-2	3	2
CC(=O)c1ccc(Nc2cc(C)nc3c(C)cc(C)cc23)cc1	-3	0	2	0	-22	0	1	2	-6	6
Cc1ccc(S(=O)(=O)N2[C@H](CC(=O)c3cccc4ccccc34)OC[C@@H]2C)cc1	0	-23	-5	14*	x	8	8	7	-4	-4
O=C(CN1C2CCCC1CC(NC(=O)C1CCCCC1)C2)Nc1ccccc1 (centres undefined)	-6	-4	-2	4	-8	-6	-6	2	-5	7
CCc1ccc(-n2nc3cc(C)c(N)cc3n2)cc1	10	0	-2	-4	-7	18	7	12	-7	-7
CC1(C)Cc2c(c(-c3ccco3)[nH]c(=O)c2C#N)CO1	4	11	2	-1	5	-1	12	-1	2	10
CCn1c(=O)cc(OCC(=O)NCc2ccco2)c2ccccc21	13	1	6	-2	4	2	1	1	10	0
N#C/C(=C\c1cccnc1)C(=O)Nc1cccc2ccccc12	-9	-13	6	3	-6	8	-2	-2	-15	11
CSc1cccc(NC(=O)CN(C)S(=O)(=O)c2cnc[nH]2)c1	4	0	-3	2	5	4	1	-2	-1	5
CC(=O)c1ccccc1C(=O)NCc1cccnc1	3	-10	1	0	6	0	-2	-1	-2	7
O=S(=O)(c1cccc(-c2n[nH]c(=S)n2-c2cccc(C(F)(F)F)c2)c1)N1CCOCC1	7	-2	0	-1	1	10	6	1	5	2
Cc1cc(C)cc(NC(=O)NCC(O)COc2ccc([N+](=O)[O-])cc2)c1 (centres undefined)	3	4	-2	0	-5	4	0	0	-3	8
Cc1cn([C@H]2C[C@H](O)[C@@H](/C=C/C(=O)NCCc3cccnc3)O2)c(=O)[nH]c1=O	-1	0	4	-4	x	2	2	-2	7	6
CCOC(=O)c1[nH]c2ccc(F)cc2c1NC(=O)CCN1CCOCC1	-1	10	2	-1	-2	-1	-2	4	-7	4
CC(C)C[C@H]1CN=C(Nc2ccccc2)N1CC(C)C	-4	-1	-4	1	-3	-2	2	4	6	-5
COc1ccc2c(c1O)-c1ccccc1CCN(C)C2	11	5	3	-2	2	0	-2	-1	0	0
CC(C)(C)c1ccc(N2C(=N)SCC2=O)cc1	6	0	2	2	-4	-2	1	-2	7	8
Cc1cccc(C(=O)NC2CCN(S(=O)(=O)c3cccc(F)c3)CC2)c1	-4	2	1	-2	7	-7	0	-4	-7	-1
Cn1c(CNC(=O)CNC(=O)Cc2ccc(F)cc2)cc(=O)n(C)c1=O	-2	-2	5	-3	5	-1	0	3	6	-4
CCc1nnc(NC(=O)CSc2nnc(C3CCCCC3)n2-c2ccccc2)s1	7	-4	2	5	-3	-9	-2	-1	-4	3
COc1ccc(NC(=O)NC23CC4(C)CC(C)(CC(C)(C4)C2)C3)cc1	3	-2	4	0	-10	1	-1	-4	6	5
O=C(Nc1ccc(N2CCOCC2)cc1)c1cc2ccccc2o1	13	10	-1	0	2	3	-2	-1	6	2
CC(C)CCNC(=O)C1CC2Cn3c(nc4cc(Cl)c(Cl)cc43)C2N1C (centres undefined)	0	-1	-1	-1	-8	3	2	-1	5	-4
C[C@@H]1CN([C@H](C)CO)C(=O)c2cc(NC(=O)C3CCCCC3)ccc2O[C@@H]1CN(C)Cc1ccncc1	-5	-7	5	0	4	-6	-2	0	-7	-2
CCn1c(-c2cccnc2Cl)nc2cc(C)c(C)cc21	1	-4	1	2	1	-4	-2	-5	5	1
CCOC(=O)c1c(N2C(=O)C3CC(C)=C(C)CC3C2=O)sc(C)c1C (centres undefined)	6	4	0	1	-2	-3	2	0	0	2
CS(=O)(=O)N1CCN(c2ccc([N+](=O)[O-])c3cccnc23)CC1	4	-2	-4	-1	10	-3	-4	-5	16	2
Cc1c(Cl)cccc1NC(=S)/C(=C(\[O-])c1ccc(Cl)s1)[n+]1ccccc1	3	-7	0	4	-3	15	-1	-4	-9	-6
CCN1CCN(CCCNc2ncnc3nc[nH]c23)CC1	4	4	3	-3	12	2	2	1	1	-1
CCOc1ccc(C(C)NC(=S)NC2CCCCC2)cc1 (centres undefined)	-5	4	-3	-4	-22	-5	2	-2	6	-8
CC(/C=N/NC(=O)c1cc(-c2ccc(Cl)cc2)nc2ccccc12)=C\c1ccco1	-27	-16	0	1	1	19	-1	-4	10	-5
O=C(c1c[nH]c2ccc(F)cc2c1=O)N1CCCCCC1	4	0	4	2	-6	-2	-3	4	7	-4
COc1cc2[nH]c(=O)n(Cc3ccc(C(=O)NCCCN4CCC(C)CC4)cc3)c(=O)c2cc1OC	14	1	0	-1	0	-6	-4	8	10	1
Cc1ccc(NC(=O)[C@H](Cc2ccccc2)NC(=O)C2CCNCC2)cc1	4	2	0	0	-2	6	1	-4	3	8
Cc1ccc(Nc2ncnc(N)n2)cc1	-5	-6	-8	0	-3	-2	5	0	-9	-3
CCOC(=O)C1=CCN(S(=O)(=O)c2ccccc2C)C1c1ccc(C)cc1 (centres undefined)	-2	0	-14	-1	x	0	-1	-2	2	2
Cc1ccc(-c2cc(Cc3ccc(F)cc3)c(=O)[nH]n2)cc1	-4	-10	4	4	x	-1	-2	5	-19	0
Nc1nc(-c2ccccc2)[nH]c(=O)c1N=O	0	6	-3	-3	11	4	1	-9	-5	-6
CN1CCN(c2ccc([N+](=O)[O-])cc2NC(=O)c2cccs2)CC1	-1	8	-4	2	1	-5	-1	4	-6	3

Looked up by structure from the list above:
SMILES	SIAE primary	mABHD4 FP	NPR2 activator	LEDGF integ inh	HTRA1 inh	rCAG binder	PRMT1 FP inh	MBD2 DNA inh	TDP2 absorb	TCR-CD3 inh
CCOC(=O)C1=CCN(S(=O)(=O)c2ccccc2C)C1c1ccc(C)cc1 (centres undefined)	-2	0	-14	-1	x	0	-1	-2	2	2
CCOc1ccc(C(C)NC(=S)NC2CCCCC2)cc1 (centres undefined)	-5	4	-3	-4	-22	-5	2	-2	6	-8
CCn1c(-c2cccnc2Cl)nc2cc(C)c(C)cc21	1	-4	1	2	1	-4	-2	-5	5	1
Cc1c(Cl)cccc1NC(=S)/C(=C(\[O-])c1ccc(Cl)s1)[n+]1ccccc1	3	-7	0	4	-3	15	-1	-4	-9	-6

Continued.
SMILES	SIAE primary	mABHD4 FP	NPR2 activator	LEDGF integ inh	HTRA1 inh	rCAG binder	PRMT1 FP inh	MBD2 DNA inh	TDP2 absorb	TCR-CD3 inh
COc1ncnc2c1ncn2CCCNCc1ccc2c(c1)OCO2	0	2	-3	-10	1	-1	3	7	1	-10
c1ccc2[nH]c3cc4ncnc4cc3nc2c1	2	8	-8	3	3	-93	59*	-12	-4	4
NC(=O)C1=C[C@@H](c2ccc(Br)cc2)C[C@@H](OCCCCO)O1	3	-1	6	0	-4	-2	3	-3	0	-4
CC(=O)c1c(C)oc2c1cc(O)c1ccccc12	-1	5	-4	-9	5	2	4	1	-7	-4
COc1ccc(C(=O)NCC(=O)OCC(=O)c2c[nH]c3ccccc23)cc1	-5	5	-3	-4	14	5	6	1	-7	-5
CCCn1nc(NC(=O)c2cccs2)c2cc3ccccc3nc21	-6	-8	12	-2	-57	6	0	-3	-1	5
O=C(CCCN1C(=O)/C(=C/c2ccco2)SC1=S)Nc1ccccc1C(=O)O	7	32*	9	39*	5	88*	55*	27*	10	4
CCCc1cc2c(-c3ccccc3)cc(=O)oc2cc1OCc1ccc(C(=O)O)o1	-14	-4	-1	-1	-61	57*	4	5	-3	-4
COc1ccccc1CNC(=O)C1(C)Oc2cccnc2NC1=O (centres undefined)	-4	4	4	5	-2	-1	0	2	-8	0
CC(C)CNC(=O)COc1ccc2c3c(c(=O)oc2c1)CCC3	-6	-2	-6	-1	-2	-4	2	9	-3	-6
COc1cc(CN2CCC(C(=O)N3CCN(c4ccccc4F)CC3)CC2)ccc1O	5	3	-2	1	5	-9	1	3	5	8
CCC(N)C12CC3CC(CC(O)(C3)C1)C2 (centres undefined)	-5	7	3	-1	4	0	-3	-3	-4	10
Cc1ccc(S(=O)(=O)N2CCCCC2)cc1NC(=O)COC(=O)C1CC1	-2	-3	3	-7	1	3	3	2	0	-4
CCCc1ccc(-c2csc(NC(=O)C3=COCCO3)n2)cc1	-13	-35	0	-5	-43	10	9	6	-9	-1
COc1cc(C(=O)NCC(=O)OCn2nnc3ccccc3c2=O)cc(OC)c1OC	-8	-3	4	2	-6	-3	0	4	1	0
CCOC(=O)c1ccc2c(c1)sc(=NC(=O)c1ccco1)n2CCOC	9	-3	8	2	-7	-1	0	2	7	3
Cc1cc(N)ccc1NC(=O)CN1CCCC1	5	0	0	4	1	-3	-5	-4	-14	3
COC(=O)C1CCN(c2c([N+](=O)[O-])cc(C(F)(F)F)cc2[N+](=O)[O-])CC1	-3	-6	0	1	-3	-4	-2	2	11	1
O=C1CCCC2=C1C(c1ccc(O)c(Br)c1)C1=C(CCCC1=O)N2c1ccccc1	0	-4	-10	-1	-3	9	5	1	-10	-7
CC(=O)N1CCc2ccc(S(=O)(=O)Nc3ccccc3Cl)cc21	-6	-1	2	1	3	4	2	0	2	1
O=C(c1cccc(N2CCNC2=O)c1)N1CCCC(Nc2cccc(F)c2)C1 (centres undefined)	3	-1	-3	2	-2	-2	-1	0	7	-2
CCOC(=O)C1(Cc2cccc(Cl)c2)CCCN(C(=O)c2ccoc2C)C1 (centres undefined)	-3	9	-1	-3	-6	-8	3	5	-4	0
CN(C)c1ccc(/C=N\NC(=O)CC#N)cc1	6	-2	-3	-1	4	0	0	-5	-2	2
CC(=O)Nc1c(-c2ccc(Cl)cc2)c(=O)c2ccccc2n1C	-2	-5	7	2	-5	4	4	-2	-9	-8
Cc1cc(C)nc(Nc2ccc(Cl)cc2C)n1	-7	6	-8	-3	4	-3	6	-2	5	-10
COc1cccc(C(=O)COc2cccc(NC(=O)c3ccco3)c2)c1	-6	-17	-1	9	-13	2	-1	-2	-7	-3
CCOc1ccc(C(=O)COC(C)=O)cc1	-7	-5	5	-4	-5	6	0	-1	-4	8
C=CCNC(=O)c1onc(CSc2nc3ccccc3[nH]2)c1C(=O)NCC=C	-1	-2	2	0	-2	0	-2	0	-11	-1
COC(=O)c1ccc(CSc2nc(C)nc3c2c(=O)n(C)c(=O)n3C)o1	1	-4	-4	4	0	4	-2	-2	-6	-7
COc1ccccc1NS(=O)(=O)c1ccc(C(=O)NCCCN2CCCC2=O)cc1	4	0	8	0	3	3	-2	-3	5	4
